Screening data deposited in PubChem BioAssay by Sanford-Burnham Center for Chemical Genomics.
mIAP act: increases mouse intestinal alkaline phosphatase activity. AID 2805. activation factor at 10 µM. hit rate 0.24% among 330,000. muIAP, CDP-Star luminescence, 30 min; hits give high values; 1 = vehicle-only enzyme signal, 0 = enzyme-free wells;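 active means activation factor of at least 2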; further: the source names both 10 and 20 µM as test concentration; values of inactives mirror those of a sister screen read the other way
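also added = chemiluminescent substrate CDP-Star | test system = mouse IAP enzyme | signal = chemiluminescence readout | compound = DMSO-dissolved test compounds | incubation = 30 min at room temperature | benchmarks = DMSO wells, no-enzyme wells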
APOBEC3A inh: inhibitors of human APOBEC3A DNA deaminase; P31941; recombinant A3A, FAM/TAMRA ssDNA deamination fluorescence; inhibition, % at 20 µM; hit rate 0.41% among 330,000; AID 493011;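 active means at least 40% inhibition at 20 µM here, with at most 30% in a related deaminase screen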;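 further: plate controls were A3A with DMSO for no effect and wells lacking A3A enzyme for full effect; some results filed as inactive read as strong as hits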
mIAP inh: blocks mouse intestinal alkaline phosphatase; purified mouse IAP, CDP-Star luminescence, 30 min; inhibition, % at 10 µM; hit rate 0.2% among 330,000; AID 2806;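 active means inhibition of at least 40% at 10 µM in the primary screen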;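 further: plate controls were DMSO with enzyme for no effect and no enzyme wells for full effect; values of inactives mirror those of a sister screen read the other way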
MIN6 prolif: induces beta-cell replication in MIN6 cells; MIN6 cells proliferation, ATPlite luminescence, 48 h; cells starved in 0.2% serum; 100% = growth in 10% serum; proliferation, % at 10 µM; hit rate 0.29% among 330,000; AID 2380;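 active means compounds whose signal lies at least 3.5 SD above the mean of all wells on their plate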;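 further: 0% = DMSO-treated cells in low-serum medium and 100% = 10% serum control; some compounds called inactive have numbers as strong as hits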
NR3A LBD binder: modulators (binders) of human NR3A ligand-binding domain; NR3A LBD differential scanning fluorimetry, Tm shift; 0% = protein alone, 100% = glycine-bound protein; Tm shift relative to glycine control, % at 25 µM; hit rate 2.5% among 340,000; AID 1259313;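 active means melting temperature shift of at least 10% of the positive control shift, at one fixed dose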
hIAP inh: human IAP inhibition. P09923. inhibition, % at 10 µM. AID 2544. purified IAP, CDP-Star luminescence, 30 min. hit rate 0.12% among 330,000;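 active means inhibition reaching a set limit with compound at 10 µM in the primary screen, cut at about 35% in these data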;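 further: plate controls were DMSO wells with enzyme for no effect and no-enzyme buffer wells for full effect; values of inactives mirror those of a sister screen read the other way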
Target sequence (P09923 whole entry, looked up): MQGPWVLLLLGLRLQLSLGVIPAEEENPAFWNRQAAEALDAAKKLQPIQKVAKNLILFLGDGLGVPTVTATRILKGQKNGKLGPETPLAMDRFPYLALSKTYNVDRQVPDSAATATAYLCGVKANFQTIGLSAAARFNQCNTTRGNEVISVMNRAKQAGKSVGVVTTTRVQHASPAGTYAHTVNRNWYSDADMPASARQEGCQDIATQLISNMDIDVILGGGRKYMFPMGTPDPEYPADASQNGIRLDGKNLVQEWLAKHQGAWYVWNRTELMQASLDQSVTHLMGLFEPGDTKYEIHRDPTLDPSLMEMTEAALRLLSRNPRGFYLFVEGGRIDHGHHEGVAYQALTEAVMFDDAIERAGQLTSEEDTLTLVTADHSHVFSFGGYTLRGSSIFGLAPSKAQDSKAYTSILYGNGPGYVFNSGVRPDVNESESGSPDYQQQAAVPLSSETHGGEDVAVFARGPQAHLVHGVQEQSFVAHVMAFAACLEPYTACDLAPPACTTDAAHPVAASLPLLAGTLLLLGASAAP
A3G deaminase: inhibitors of human APOBEC3G DNA deaminase | Q9HC16 | recombinant A3G, ssDNA deamination FAM/TAMRA fluorescence | inhibition, % at 20 µM | hit rate 0.28% among 330,000 | AID 493012;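 active means inhibition of at least 40% at 20 µM, with no more than 30% in the related APOBEC3A deaminase screen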;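 further: plate controls were DMSO wells with A3G for no effect and wells lacking A3G enzyme for full effect; some compounds called inactive have numbers as strong as hits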
Target sequence (Q9HC16 whole entry, looked up): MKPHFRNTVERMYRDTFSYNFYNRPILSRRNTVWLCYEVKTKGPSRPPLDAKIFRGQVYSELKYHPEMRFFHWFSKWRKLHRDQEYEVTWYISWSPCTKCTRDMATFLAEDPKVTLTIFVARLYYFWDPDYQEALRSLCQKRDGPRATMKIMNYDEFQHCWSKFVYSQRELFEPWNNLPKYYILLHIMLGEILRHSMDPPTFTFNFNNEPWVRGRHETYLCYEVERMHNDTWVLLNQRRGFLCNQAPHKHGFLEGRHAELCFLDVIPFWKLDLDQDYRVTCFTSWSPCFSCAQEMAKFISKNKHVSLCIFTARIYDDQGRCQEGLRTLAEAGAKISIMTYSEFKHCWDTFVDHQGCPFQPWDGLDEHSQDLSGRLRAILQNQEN
MPTP inh: inhibitors of mitochondrial permeability transition pore; isolated mouse mitochondria, Ca2+ swelling absorbance, 30 min; inhibition, % at 10 µM; hit rate 1.4% among 360,000; AID 602449;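 active means inhibition of 50% or more, scaled per plate between neutral and stimulator controls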;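 further: 0% = DMSO wells given calcium and 100% = 1 mM EGTA wells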
hIAP act: human IAP activation. hit rate 0.16% among 330,000. P09923. activation factor at 10 µM. purified human IAP, CDP-Star luminescence, 30 min; hits give high values; 1 = vehicle-only enzyme, 0 = enzyme-free background;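 active means activation factor of the enzyme at least 2-fold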; further: the source names both 10 and 20 µM as test concentration; values of inactives mirror those of a sister screen read the other way
* marks the source's active call; other numbers are inactive results; · = no result given. An unsorted share of the library (roughly 5% active in at least one column).

SMILES	mIAP act	APOBEC3A inh	mIAP inh	MIN6 prolif	NR3A LBD binder	hIAP inh	A3G deaminase	MPTP inh	hIAP act
COc1ccc(S(=O)(=O)N2CCCCCC2)cc1C(=O)NCCOc1ccc(C)cc1	0.963	2.0	3.7	-3.3	3.6	-22.6	-5.9	-1.4	1.23
S=C(NCCCN1CCOCC1)N1CCOCC1	1.03	-3.5	-3.5	1.7	-0.1	-4.4	-4.3	0.7	1.04
Cc1ccccc1NC(=O)CSc1nnc(CNC(=O)c2ccc3c(c2)OCO3)n1C	0.884	-2.4	11.6	-2.0	-0.5	-2.0	-13.0	-3.7	1.02
O=C(NCCc1ccccc1F)C1CCCN1S(=O)(=O)c1ccccc1 (stereo unspecified)	0.946	-3.4	5.4	-2.7	0.8	14.7	-6.9	0.3	0.853
Cc1ccsc1CN(C(=O)c1ccc([N+](=O)[O-])cc1)C1CCS(=O)(=O)C1 (stereo unspecified)	0.933	1.4	6.7	2.4	0.3	12.1	-2.6	0.1	0.879
Cc1sc2nc(C3CC3)nc(N3CCN(C(=O)c4ccccc4F)CC3)c2c1C	1.03	-2.0	-2.7	-3.4	-1.8	-7.6	-9.2	-0.4	1.08
CCCc1cc(=O)oc2cc(OCC(=O)N3CCN(C(=O)C4COc5ccccc5O4)CC3)ccc12 (stereo unspecified)	0.902	-2.8	9.8	0.3	1.2	-2.3	-6.1	-1.4	1.02
CC(C)[C@H](NC(=O)c1ccccc1)C(=O)OCC(=O)Nc1sccc1C(N)=O	0.976	-1.5	2.4	-2.6	-22.9	-5.6	-7.9	1.5	1.06
CCOc1ccccc1NC(=O)Cc1cccs1	0.836	18.2	16.4	-1.7	-1.2	-4.4	-0.6	0.3	1.04
Cc1ccccc1C(=O)N1CCN(S(=O)(=O)c2ccccc2)CC1	1.04	2.0	-4.4	-4.5	-3.3	-26.1	-0.3	0.7	1.26
CC(O)[C@H]1CNCCN1CCc1cccc(F)c1 (stereo partly specified)	1.02	-0.5	-1.6	-0.8	1.8	0.5	-3.3	-0.3	0.995
CC1(C)CC(=O)C2=C(C1)N(CC1CCCO1)C(=O)NC2(C(F)(F)F)C(F)(F)F (stereo unspecified)	0.946	-3.5	5.4	-0.8	0.3	-3.4	-15.0	0.7	1.03
CN1CCN(S(=O)(=O)c2cccc3nsnc23)CC1	0.987	3.6	1.3	0.0	-3.0	6.7	-1.1	-1.1	0.933
CCn1c(O)c(/C=N/N=C/c2ccc(OC)cc2)c2cc(C3=NNC(=O)CC3)ccc21	0.878	-54.9	12.2	0.8	2.6	-7.8	-62.5	1.6	1.08
Cc1nc(C)c(Oc2ccc(Cl)cc2Cl)c(=O)[nH]1	1.07	3.0	-6.6	-1.7	1.7	-7.6	6.7	1.8	1.08
CCC(C)NC(=O)c1ccc(NC(=O)C2CCCO2)cc1 (stereo unspecified)	1.05	-1.7	-4.6	-5.1	-0.3	-9.9	-1.8	-0.8	1.1
CNC(=O)CSc1nnc(COc2ccc(Cl)cc2)n1CCOC	0.959	7.5	4.1	2.4	-1.0	24.4	-8.8	-1.1	0.756
NC(=O)NC(=O)COC(=O)c1cccc(NS(=O)(=O)/C=C/c2ccccc2)c1	0.937	0.3	6.3	-4.6	-0.4	2.9	-3.2	1.4	0.971
COc1ccc(-n2ccnc(SCC(=O)NC3CCCCC3)c2=O)cc1	0.875	1.5	12.5	-2.4	2.9	-16.1	-0.6	-2.1	1.16
Fc1ccc(C2CCCN2Cc2nc(-c3cnccn3)no2)cc1 (stereo unspecified)	0.939	-6.9	6.1	-0.1	0.4	4.3	-4.1	2.5	0.957
CCOC(=O)c1c(C)[nH]c2cc(Br)c(O)cc12	0.969	1.8	3.1	-2.7	-1.8	-7.8	-4.9	1.2	1.08
CC(C)(C)c1ccc(Oc2ccc(NC(=O)C3CC=CCC3C(=O)O)cc2)cc1 (stereo unspecified)	0.845	0.1	15.5	-4.6	-3.2	-8.3	-3.3	0.5	1.08
COc1ccccc1-c1nnc(SCc2ccccn2)n1C	0.965	-0.3	3.5	-0.1	-0.1	-24.4	-3.1	-2.6	1.24
Cc1c(C(=O)NCCc2ccc(S(N)(=O)=O)cc2)cccc1[N+](=O)[O-]	0.962	1.9	3.8	-1.7	-1.3	-23.3	-8.2	-1.1	1.23
COc1ccc(COC(=O)CCNC(=O)c2ccc(Cl)cc2)cc1	0.969	-0.7	3.1	1.7	0.4	15.8	-9.4	-1.9	0.842
CCN(C(=O)COC(=O)C1CCN(S(=O)(=O)c2ccc3c(c2)OCCO3)CC1)C1CCCCC1	0.96	8.7	4.0	3.4	2.1	9.1	-8.5	-1.4	0.909
CC(=O)NN1C(=O)/C(=C\c2ccc(Cl)cc2)SC1=S	0.928	-5.0	7.2	-3.6	-2.2	-1.2	-4.7	2.0	1.01
Cc1ccc(-n2c(=S)[nH]c3[nH]ncc3c2=O)cc1	0.907	0.3	9.3	4.7	-0.7	-5.4	-4.1	-1.4	1.05
CN(C)S(=O)(=O)c1ccc(NC(=O)CN2CCCC2c2ccc3c(c2)OCCCO3)cc1 (stereo unspecified)	1	0.6	-0.4	-1.3	2.3	16.7	-9.1	0.3	0.833
Cc1ccc(C)c(OCC(=O)Nc2ccccc2C(=O)NC2CC2)c1	0.993	0.8	0.7	-2.7	0.7	-11.9	-5.6	0.9	1.12
Oc1ccccc1C1=NCCNC(C(F)(F)C(F)F)=C1	0.997	-6.5	0.3	0.5	-0.9	10.2	-8.7	-1.0	0.898
N/C(CC(=O)Nc1cc(C(F)(F)F)ccc1Cl)=N\O	1.13	0.7	-13.2	0.6	2.0	6.4	0.2	0.5	0.936
CCCCn1c(N)c(N(CC(C)C)C(=O)c2ccc(-c3ccc(C(C)=O)cc3)o2)c(=O)[nH]c1=O	0.979	6.5	2.1	0.4	2.8	3.2	1.5	-0.6	0.968
O=C(COC(=O)c1ccc(F)c(S(=O)(=O)N2CCOCC2)c1)NCc1ccc(Cl)cc1	0.959	-2.9	4.1	-0.1	-1.6	-1.9	-6.3	1.0	1.02
CCCCCCCCCn1c2c(c(=N)c3c1CCC3)CCC2	1.08	0.2	-7.8	-5.6	-4.2	-0.2	-0.8	83.7*	1
CC(C)Cc1ccccc1S(N)(=O)=O	0.963	-5.4	3.7	-7.8	-2.3	7.4	-8.1	-1.7	0.926
Cc1cc(NC(=O)c2ccc3c(c2)OCCO3)ccc1NC(=O)c1cc2ccccc2o1	1.18	-3.7	-18.0	-5.2	14.7*	-5.5	-7.6	0.9	1.05
Cc1ccc[n+](-c2nc3ccccc3nc2[N-]S(=O)(=O)c2ccccc2)c1	0.989	1.3	1.1	2.3	-1.6	-0.4	-0.2	0.1	1
Cc1occc1C(=O)Nc1ccc(OCc2ccccc2)cc1	0.917	0.0	8.3	-2.9	26.2*	1.2	-8.0	-1.8	0.988
CCOC(=O)c1c(C)nc(C)c(C(=O)OCC)c1-c1cccc(N)c1	0.897	4.6	10.3	-0.4	-0.2	7.8	14.2	4.3	0.922
C[C@H](CO)N1C[C@H](C)[C@@H](CN(C)S(=O)(=O)c2cccs2)Oc2c(NC(=O)C3CC3)cccc2C1=O	0.98	-2.1	2.0	-1.0	-1.0	4.4	-6.8	0.2	0.956
CC(=O)Nc1ccc(OS(=O)(=O)c2c(C)cc(C)cc2C)cc1	1.01	-0.2	-1.3	-3.1	-1.2	1.7	-2.1	5.0	0.983
CC1=C(C(=O)OCc2ccccc2)C(c2cccc(Cl)c2Cl)NC(=O)N1CCCCCC(=O)O (stereo unspecified)	1.09	-5.1	-8.7	1.2	-2.5	1.0	-10.4	0.3	0.99
Cc1ccc(S(=O)(=O)N2Cc3ccccc3CC2C(=O)Nc2ccc3c(c2)OCO3)cc1 (stereo unspecified)	1.1	15.5	-9.6	-1.1	-4.4	-6.5	6.3	0.8	1.06
c1ccc(COc2cccc(CN3CCN(c4ccccn4)CC3)c2)cc1	1.06	0.3	-5.6	-3.6	1.0	-8.6	-2.4	1.2	1.09
COCCNC(=O)NC12CC3(C)CC(C)(CC(C)(C3)C1)C2	0.995	-0.7	0.5	1.6	-2.2	18.4	-3.1	2.0	0.816
Cc1cc(NC(=O)COC(=O)CCNS(=O)(=O)c2c(Cl)cccc2Cl)no1	0.968	-0.8	3.2	-1.1	-3.2	-1.0	-2.4	0.2	1.01
O=C(c1ccccc1Oc1ccc([N+](=O)[O-])cc1)N1CCOCC1	0.908	-0.1	9.2	-0.3	-1.2	-10.6	-4.5	0.1	1.11
Cc1cc(C)c(C#N)c(SCc2ccccc2F)n1	0.953	2.5	4.7	4.1	0.8	-6.0	0.1	-1.4	1.06
Cc1ccc(-n2c(Cc3cccn3C)nnc2SCC(=O)Nc2ccc3c(c2)OCO3)cc1	1.05	-2.2	-5.5	1.1	-2.5	5.9	-5.5	0.7	0.941
CCOC(=O)c1c(N)nn(C(=O)C(C)C)c1-c1ccccc1	0.921	-1.9	7.9	1.8	-2.1	3.3	-6.0	-1.3	0.967
COc1ccc(C(=O)NC2CC2)cc1OC1CCN(Cc2cnn(C)c2C)CC1	0.958	0.3	4.2	-1.7	2.5	-7.7	-1.7	-0.5	1.08
CC(C)C(=O)N1CCN(c2ccc(NC(=O)c3ccc(Br)o3)cc2)CC1	0.878	-3.1	12.2	-2.2	0.8	17.6	-1.4	-7.8	0.824
Cc1ccccc1N(CC(=O)N1CCc2ccccc2C1)S(C)(=O)=O	0.882	-8.5	11.8	-0.9	0.5	0.1	-7.6	-0.7	0.999
CC(=O)Oc1ccc(-c2cccc(C(=O)OCC(=O)N(C)c3ccccc3)c2)cc1	0.954	-0.8	4.6	0.0	-0.7	-7.0	-5.4	5.5	1.07
CCOC(=O)c1cc(C(C)=O)c(=O)[nH]c1C	0.956	-1.1	4.4	-1.5	2.8	-31.2	-3.4	-0.9	1.31
Cc1ccc(N(Cc2cc3ccc(C)cc3[nH]c2=O)C(=O)c2cccs2)cc1	1.06	5.8	-6.1	0.2	1.1	18.6	2.7	·	0.814
Cc1nnsc1NC(=O)OCc1ccccc1Cl	1	-2.3	-0.3	-0.5	-3.1	-17.7	-1.9	-9.0	1.18
CCN(CC)CCOC(=O)C1(c2ccc([N+](=O)[O-])cc2)CCCC1	1.03	-0.1	-2.9	-3.0	0.6	-14.0	-1.8	1.5	1.14
CN1CCN(S(=O)(=O)c2ccc3c(c2)CC(=O)N3C)CC1	0.93	1.3	7.0	3.3	-0.8	1.1	-3.8	-1.1	0.989
CCOc1ccc2[nH]c(=O)c(CN(Cc3ccco3)C(=O)c3cccc(F)c3)cc2c1	0.946	1.4	5.4	-2.7	0.7	-8.8	-2.8	0.8	1.09
CC(C)OCCCN1C=C2C(=O)C(C)(OC(=O)CCc3ccccc3)C(=O)C=C2C=C1c1ccc(C#N)cc1 (stereo unspecified)	0.924	-1.0	7.6	-0.6	3.8	7.3	-12.1	·	0.927
